ERa coact inh – blocks coactivator binding to human estrogen receptor alpha. inhibition, % at 25.6 µM. TR-FRET ER-alpha LBD / SRC-1 peptide, estradiol-bound. AID 629. P03372. 1.7% of 86,000 active; in the data active means inhibition above about 50%;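 further: 0% = receptor plus peptide control and 100% = peptide only without receptor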
Target sequence (P03372 whole entry, looked up, the tested form may be a part): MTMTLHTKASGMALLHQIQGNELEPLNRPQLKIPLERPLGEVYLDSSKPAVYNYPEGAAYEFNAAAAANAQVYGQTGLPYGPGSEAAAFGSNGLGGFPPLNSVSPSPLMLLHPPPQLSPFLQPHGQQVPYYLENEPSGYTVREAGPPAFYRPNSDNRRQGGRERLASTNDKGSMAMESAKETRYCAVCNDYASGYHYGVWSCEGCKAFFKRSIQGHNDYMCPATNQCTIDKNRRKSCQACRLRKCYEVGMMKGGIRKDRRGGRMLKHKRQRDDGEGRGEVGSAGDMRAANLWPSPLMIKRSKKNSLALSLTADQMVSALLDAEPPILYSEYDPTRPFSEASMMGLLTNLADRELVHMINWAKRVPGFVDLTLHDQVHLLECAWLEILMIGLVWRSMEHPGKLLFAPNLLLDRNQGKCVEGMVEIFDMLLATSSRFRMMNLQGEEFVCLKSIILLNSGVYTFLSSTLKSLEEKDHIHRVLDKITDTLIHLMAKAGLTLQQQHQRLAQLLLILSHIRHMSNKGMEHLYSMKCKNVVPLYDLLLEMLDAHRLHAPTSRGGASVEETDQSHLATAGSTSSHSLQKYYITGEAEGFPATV
HUVEC inhibit – blocks proliferation of human endothelial cells; HUVEC proliferation, CellTiter-Glo luminescence, 72 h; active compounds read low; viability, % at 10 µM (by protocol); 1.1% of 86,000 active; AID 648;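 active means viability at or below 30%; inactive means viability above 30%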;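 further: 100% = median luminescence of DMSO-only cell control wells on each plate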
ERb coact inh – blocks coactivator binding to human estrogen receptor beta. inhibition, % at 25.6 µM. 1.3% of 86,000 active. TR-FRET ER-beta LBD / SRC1-Cy5 peptide binding; receptor agonist-loaded with 1 µM estradiol. Q92731;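 active means compounds whose percent inhibition of the receptor-coactivator binding signal exceeds about 50% in the single-dose screen, limit read from the data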;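 further: 0% = receptor plus peptide wells without compound and 100% = peptide-only wells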
MT1-MMP txn act – activates MT1-MMP transcription | HT1080 MT1-MMP promoter luciferase reporter, luminescence, overnight; active compounds read high | activation factor at 10 µM | 0.16% of 86,000 active | AID 750;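 active means activation factor of at least 2 for MT1-MMP transcription at 10 µM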
Lung fibro prol – blocks proliferation of human lung fibroblasts; LL 47 human lung fibroblast viability, ATP luminescence; active compounds read low; viability, % at 10 µM; 1.1% of 85,000 active; AID 719;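 active means viability at or below 50% in the single dose screen; inactive means viability above 50%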;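 further: compound exposure lasted 72 h before the ATP readout; 100% = median luminescence of untreated cell-only wells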
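Assay system: human lung fibroblast line LL 47, low passage. Input: 1,150 fibroblasts seeded per well. Times: overnight cell rest, 72 h compound treatment at 37 °C. Evaluation: % viability of median cell-only signal. Technique: luminescent ATP detection, CellTiter-Glo. Control set: cell-only wells, no compound.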
H69AR growth 86K – growth inhibitors of human H69AR lung tumor cells; H69AR lung tumor viability, ATP luminescence, 72 h; active compounds read low; viability, % at 10 µM; 6% of 85,000 active;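 active means viability at or below 40%; inactive means viability above 40%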;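 further: multidrug resistant small cell line overexpressing MRP-1 efflux transporter; 100% = mean luminescence of untreated control wells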
CD11b adhes enh – increases human CD11b/CD18 adhesion to fibrinogen | P05107+P11215 | K562 CD11b/CD18 adhesion to fibrinogen, ATPlite luminescence | activation, % at 10 µM | 0.07% of 93,000 active | AID 1499;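 active means 10 µM primary screen giving 50% or more activity, confirmed by 40% or more on retest at that dose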; further: strong numbers were not always called active
ERa SRC1 pot – ER-alpha (human) coactivator binding potentiation. P03372. 1.3% of 86,000 active. TR-FRET ERalpha-LBD/SRC-Cy5 coactivator binding, 2 h; 100 = basal binding, no effect. coactivator binding (% of control), % at 25.6 µM. AID 639; in the data active means activity above about 200%;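 further: binding measured in presence of low estradiol as agonist stimulus; 0% = peptide alone without receptor and 100% = receptor with peptide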
Smad3 FoxH1 inh – inhibitors of human Smad3 transcription factor binding; P84022; TR-FRET Smad3/Dy647-FoxH1 peptide binding, europium anti-His; inhibition, % at 25 µM; 0.29% of 88,000 active;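 active means compounds that reduce the energy-transfer binding signal between the protein and its labelled peptide by more than half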;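 further: 0% = Smad3 plus labelled peptide maximal FRET and 100% = peptide-only background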
Target sequence (P84022 whole entry, looked up): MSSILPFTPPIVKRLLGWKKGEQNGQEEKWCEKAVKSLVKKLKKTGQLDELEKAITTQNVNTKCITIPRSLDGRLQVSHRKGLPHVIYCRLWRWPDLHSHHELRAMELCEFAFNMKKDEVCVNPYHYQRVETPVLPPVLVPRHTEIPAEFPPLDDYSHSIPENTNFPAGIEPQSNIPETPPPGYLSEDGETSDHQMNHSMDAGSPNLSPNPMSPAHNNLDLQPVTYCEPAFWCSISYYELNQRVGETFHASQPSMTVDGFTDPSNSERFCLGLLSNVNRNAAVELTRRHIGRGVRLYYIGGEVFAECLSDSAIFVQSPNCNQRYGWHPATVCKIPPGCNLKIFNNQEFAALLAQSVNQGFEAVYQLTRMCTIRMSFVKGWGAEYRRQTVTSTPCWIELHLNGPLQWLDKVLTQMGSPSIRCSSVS
* marks the source's active call; other numbers are inactive results; . = no result given; [ ] = dose if it differs, or a comment. An excerpt. The share of hits here may be higher or lower than overall.

Results follow in this order: ERa coact inh	HUVEC inhibit	ERb coact inh	MT1-MMP txn act	Lung fibro prol	H69AR growth 86K	CD11b adhes enh	ERa SRC1 pot	Smad3 FoxH1 inh
O=C(COc1cccc2ccccc12)Nc1nc2ccccc2[nH]1
→ -7	86	-9	1.1	102	64	4	96	2
CCCCc1ccc(-c2nc(-c3ccncc3)no2)cc1
→ 20[fluorescence artefact?]	88	3	.	100	103	-1	112	-6
COc1ccc(OC)c(C2=NOC(C(=O)NCC3CCCO3)C2)c1 (centres undefined)
→ -38	105	-7	1.1	102	101	3	101	1
CC1CN(C(=O)CSc2nc(-c3ccc(F)cc3)cs2)CC(C)O1 (centres undefined)
→ -3	109	-22	.	109	87	-1	144	-1
CC1CCCN(C(=O)CSc2nc3ccccc3o2)C1 (centres undefined)
→ -7	88	-11	1.6	102	89	-3	92	0
Cc1ccc(S(=O)(=O)NCC(=O)N2CCOCC2)cc1
→ 24	103	-9	1.1	102	104	-3	130[fluorescence artefact?]	-1
CCCn1nnnc1NCc1ccccc1OCc1cccs1
→ 0	95	-3	1.1	91	73	6	109[fluorescence artefact?]	5
O=C(NCc1ccco1)c1ccc2c(=O)n(Cc3ccco3)c(SCC(=O)N3CCCC3)nc2c1
→ 15	92	8	1.1	102	96	-4	193	-1
COc1cc(CNCC(C)C)c(Br)cc1OCC(=O)NCc1ccccc1
→ -11	83	-9	1.2	102	91	.	108	3
COCCCNC(=O)Nc1ccc(F)cc1F
→ -7	90	-1	1.2	96	104	-2	117	2
CCn1cc(C(=O)NCCC2=CCCCC2)c(=O)c2cc(S(=O)(=O)N(C)C)ccc21
→ 3	87	-2	1	89	73	.	116	19
Cc1ccc(S(=O)(=O)N(C)c2ccc(C(=O)N3CCCCC3)cc2)cc1
→ -4	107	1	1.1	94	85	-4	176	3
CCOc1ccccc1N1CCN(C(=O)c2cccc(-c3ccc(O)cc3)c2)CC1
→ -1	106	-8	1	100	75	-1	72	3
CC(NC(=O)Nc1ccccc1)C(c1cccs1)N1CCOCC1 (centres undefined)
→ -5	94	-6	1.1	102	92	.	110	-5
Cn1c(=O)[nH]c(=O)c2c1nc(CN1CCOCC1)n2Cc1ccccc1
→ 2[fluorescence artefact?]	95	-8	1.1	99	84	.	99	8
CCOC(=O)C1CCN(C(=O)CN2C(=O)C(CC)Oc3ccccc32)CC1 (centres undefined)
→ 3	95	-7	1.1	91	83	-5	124	1
CC(C)(C)C(=O)NC1(C(F)(F)F)N=C2SCCN2C1=O (centres undefined)
→ -2	93	1[fluorescence artefact?]	1	101	104	.	108[fluorescence artefact?]	-12
Cn1c(CN2CCOCC2)nnc1SCC(=O)Nc1nccs1
→ 37	104	23[fluorescence artefact?]	1.1	.	99	6	79	5
Cn1c(=O)c2c(nc(SCCOc3ccc4ccc(=O)oc4c3)n2C)n(C)c1=O
→ 1	102	-8	1	107	89	0	103[fluorescence artefact?]	-6
COc1ccc(CNC2CC(=O)N(C)C2=O)cc1 (centres undefined)
→ -2	99	-12	1.1	98	96	-3	132[fluorescence artefact?]	7[fluorescence artefact?]
CCCCn1c(SCC(=O)NCc2ccco2)nnc1-c1ccco1
→ 7[fluorescence artefact?]	93	2[fluorescence artefact?]	1	98	84	-3	157	2
Cc1ccc(NC(=O)CN(c2ccccc2F)S(C)(=O)=O)cc1
→ -4	95	-16[fluorescence artefact?]	1.2	100	87	2	107	16[fluorescence artefact?]
CSCCC(NC=C1C(=O)OC(C)(C)OC1=O)C(=O)O (centres undefined)
→ 0	90	-13[fluorescence artefact?]	1.1	100	84	.	118	8
COc1ccc(N2CCN(C(=O)c3ccncc3)CC2)cc1
→ 0	101	4	1.1	107	101	-1	80	-11
O=C(CCN1C(=O)c2ccccc2C1=O)Nc1ccccn1
→ 5	111	-3[fluorescence artefact?]	1.1	98	97	-5	100	-21
N#Cc1ccc(C(=O)Nc2ccc(N3CCN(C(=O)c4ccco4)CC3)cc2)c(F)c1
→ 5	106	3	0.9	113	87	.	113[fluorescence artefact?]	12
Cc1cnc(C(=O)OCC(=O)c2csc(N3CCCCC3)n2)cn1
→ 54*[fluorescence artefact?]	98	57*	1.5	110	80	2	51[fluorescence artefact?]	2
CCn1c(Cc2ccccc2)nnc1SCC(=O)Nc1ccc2c(c1)OCO2
→ -4	79	-7	1	97	80	4	117	-1
Fc1cccc(Cl)c1CSc1nnnn1-c1ccc2c(c1)OCO2
→ 5	89	6[fluorescence artefact?]	1.3	92	15*	0	111	10
CCn1c(=S)sc2c(=O)[nH]c(C)nc21
→ 4	111	-7[fluorescence artefact?]	1	107	97	7	98	1
CNc1nc(N2CCc3ccccc32)ncc1F
→ -5	37	-3	1.5	79	83	-6	123	-1
O=C(Nc1ccc(S(=O)(=O)Nc2nccs2)cc1)C1CCCCC1
→ -3	99	-4	1	107	97	2	116	1
O=C(NCc1ccccn1)C1CC(=O)N(C2CCCC2)C1 (centres undefined)
→ -1	94	-5[fluorescence artefact?]	1.3	100	92	.	108[fluorescence artefact?]	-3
CCCN(C(=O)Cn1ncc2c(=O)oc3ccccc3c21)c1cccc(C)c1
→ -9	110	-3	1.2	101	94	-3	103	-6
Cc1ccc(-c2noc(CCC(=O)Nc3cc(C)ccn3)n2)cc1
→ 7[fluorescence artefact?]	89	-10	1.1	98	97	-3	97	-2
Cc1cc2nc(NC3=NCN(CCCN4CCOCC4)CN3)nc(C)c2cc1C
→ -3	78	8	0.9	.	84	.	120	4
Cc1ccc(S(=O)(=O)N[C@@H](C)C(=O)N2CCC(C(=O)N3CCC[C@H]3C(=O)O)CC2)cc1
→ -6	94	4	1	95	96	6	126	5[fluorescence artefact?]
O=C(Nc1ccccc1)N(CCCN1CCOCC1)Cc1cc2cc3c(cc2[nH]c1=O)OCCO3
→ -3	86	1	1.1	86	77	.	114	2
O=C1CN(Cc2ccccc2)C(=NCc2ccco2)S1
→ 10	97	12	1.1	94	93	8	123	-4
O=C(NC1CC1)c1ccc(F)cc1Cl
→ 2	86	5	1	87	97	5	103	-2

2 entries from above, reformatted.
COc1ccc(N2CCN(C(=O)c3ccncc3)CC2)cc1
  ERa coact inh: 0; HUVEC inhibit: 101; ERb coact inh: 4; MT1-MMP txn act: 1.1; Lung fibro prol: 107; H69AR growth 86K: 101; CD11b adhes enh: -1; ERa SRC1 pot: 80; Smad3 FoxH1 inh: -11

O=C(CCN1C(=O)c2ccccc2C1=O)Nc1ccccn1
  ERa coact inh: 5; HUVEC inhibit: 111; ERb coact inh: -3[fluorescence artefact?]; MT1-MMP txn act: 1.1; Lung fibro prol: 98; H69AR growth 86K: 97; CD11b adhes enh: -5; ERa SRC1 pot: 100; Smad3 FoxH1 inh: -21

Other results follow.
Results follow in this order: ERa coact inh	HUVEC inhibit	ERb coact inh	MT1-MMP txn act	Lung fibro prol	H69AR growth 86K	CD11b adhes enh	ERa SRC1 pot	Smad3 FoxH1 inh
Cc1ccc(S(=O)(=O)NCC2CCC(C(=O)NCCCOC(C)C)CC2)cc1 (centres undefined)
→ .	91	.	1.2	102	88	.	.	.
COc1cccc(NS(=O)(=O)c2ccc(NC(C)=O)cc2)c1
→ -9	108	-4	1.1	107	96	0	110	-4
Cc1ccc(NC(=O)C(Cc2ccccc2)NC(=O)c2ccco2)cc1 (centres undefined)
→ 11	100	-6	.	103	94	-4	98[fluorescence artefact?]	11
COc1ccc(COn2c(=O)c(C)[n+]([O-])c3ccccc32)cc1OC
→ 7	94	-6	1	106	90	-2	97[fluorescence artefact?]	7
COc1cccc(CNc2ccc3c(c2)ncn3C(C)C)c1OC
→ 6[fluorescence artefact?]	107	2	1.6	96	98	0	114	-3
Cc1ccc(NC(=O)CSc2nnc(-c3cccnc3)n2-c2ccc(C)cc2)cc1
→ 10[fluorescence artefact?]	79	0[fluorescence artefact?]	1.1	98	27*	.	122	2
CCCCCCOc1ccc(C(CC(=O)O)C(N)=O)cc1 (centres undefined)
→ 6	96	3	1.3	99	83	-4	110	-10
CC(O)(C#CCN1CCOCC1)c1ccccc1 (centres undefined)
→ -26	94	-22	1.1	104	87	1	97	-3
CN(Cc1ccccc1)Cc1nc2c(c(=O)n(C)c(=O)n2C)n1Cc1ccc(F)cc1
→ -13	90	-10	1.2	97	68	10	98	7
COc1cccc(C(=O)N2CCN(c3ncccn3)CC2)c1
→ -2	98	-1	1	109	95	6	110	-5
O=C(Nc1cc(Cl)ccc1Cl)c1ccc(OC(=O)c2ccco2)cc1
→ -2	94	-5	.	117	90	1	105[fluorescence artefact?]	-2
FC(F)(F)c1nnc2ccc(N3CCCCCC3)nn12
→ -9	84	-4	1.1	100	89	-2	104	-9
CCOC(=O)C1CCCN(c2c(N3CCN(c4ccccn4)CC3)c(=O)c2=O)C1 (centres undefined)
→ -6	105	-8	1.1	102	93	-5	116	9
Oc1ccccc1CN1CCCN(Cc2ccccc2O)C1
→ 0[fluorescence artefact?]	80	-5[fluorescence artefact?]	1.2	86	88	1	94	-10
O=C(O)c1oc2ccccc2c1-n1cccc1
→ 2	114	-8[fluorescence artefact?]	1	97	94	0	116	-17
Cc1nn(-c2ccccc2)c2[nH]c(C(F)(F)F)cc(=O)c12
→ 35	91	8[fluorescence artefact?]	1	113	94	-4	97[fluorescence artefact?]	11
Cc1nc2cc(Cl)ccc2n1-c1ccccc1
→ -13	103	-17[fluorescence artefact?]	1.1	97	74	0	85[fluorescence artefact?]	7
COc1ccccc1OCCOc1ccc(/C=N/n2cnnc2)cc1
→ 7	107	-1[fluorescence artefact?]	1.1	104	81	-4	86	-21

An excerpt from above in order of length of the SMILES, descending.
Results follow in this order: ERa coact inh	HUVEC inhibit	ERb coact inh	MT1-MMP txn act	Lung fibro prol	H69AR growth 86K	CD11b adhes enh	ERa SRC1 pot	Smad3 FoxH1 inh
CN(Cc1ccccc1)Cc1nc2c(c(=O)n(C)c(=O)n2C)n1Cc1ccc(F)cc1
→ -13	90	-10	1.2	97	68	10	98	7
CCOC(=O)C1CCCN(c2c(N3CCN(c4ccccn4)CC3)c(=O)c2=O)C1 (centres undefined)
→ -6	105	-8	1.1	102	93	-5	116	9
Cc1ccc(NC(=O)CSc2nnc(-c3cccnc3)n2-c2ccc(C)cc2)cc1
→ 10[fluorescence artefact?]	79	0[fluorescence artefact?]	1.1	98	27*	.	122	2
Cc1ccc(S(=O)(=O)NCC2CCC(C(=O)NCCCOC(C)C)CC2)cc1 (centres undefined)
→ .	91	.	1.2	102	88	.	.	.
COc1ccc(COn2c(=O)c(C)[n+]([O-])c3ccccc32)cc1OC
→ 7	94	-6	1	106	90	-2	97[fluorescence artefact?]	7
COc1cccc(NS(=O)(=O)c2ccc(NC(C)=O)cc2)c1
→ -9	108	-4	1.1	107	96	0	110	-4
COc1cccc(CNc2ccc3c(c2)ncn3C(C)C)c1OC
→ 6[fluorescence artefact?]	107	2	1.6	96	98	0	114	-3
COc1cccc(C(=O)N2CCN(c3ncccn3)CC2)c1
→ -2	98	-1	1	109	95	6	110	-5
CCCCCCOc1ccc(C(CC(=O)O)C(N)=O)cc1 (centres undefined)
→ 6	96	3	1.3	99	83	-4	110	-10
FC(F)(F)c1nnc2ccc(N3CCCCCC3)nn12
→ -9	84	-4	1.1	100	89	-2	104	-9
Oc1ccccc1CN1CCCN(Cc2ccccc2O)C1
→ 0[fluorescence artefact?]	80	-5[fluorescence artefact?]	1.2	86	88	1	94	-10
O=C(O)c1oc2ccccc2c1-n1cccc1
→ 2	114	-8[fluorescence artefact?]	1	97	94	0	116	-17
